KOR beta-arrestin-1 – kappa opioid receptor activators – cell-based, luminescence, uHTS, primary screen (AID 1777); KOR beta-arrestin recruitment, luminescence; higher % means a stronger effect; one-dose activation, % at 10 µM; EC50 in µM for titrated hits; 280,000 tested, 0.02% active; in the data active means activation above about 50%, passing the limit was not always enough; further: a part of the inactive calls stands beside numbers as strong as those of hits
KOR beta-arrestin-2 – kappa opioid receptor blockers – cell-based, luminescence, uHTS (AID 1778); KOR beta-arrestin recruitment, luminescence, antagonist mode; higher % means a stronger effect; 290,000 tested, 0.091% active; one-dose inhibition, % at 10 µM; IC50 in µM for titrated hits; further: strong numbers were not always called active
NOD1 inhibition – NOD1 signaling inhibitors, primary screen, cell-based, luminescence, uHTS (AID 1578). NOD1-driven NF-kB luciferase reporter cells, luminescence; higher % means a stronger effect. one-dose inhibition, % at 4 µM; EC50 in µM for titrated hits. 290,000 tested, 1% active; in the data active means inhibition mostly above about 36%, no sharp cut-off; inactive means mostly below about 34%;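 further: HEK-293T reporter cells stimulated with the NOD1 agonist gamma-tri-DAP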
GPR55 beta-arrestin – selective activators of receptor GPR55 – imaging, U2OS cells, beta-arrestin-GFP redistribution, primary screen (AID 1961). activation, % at 10 µM, or EC50 in µM where a hit was titrated. 290,000 tested, 0.048% active. U2OS GPR55 beta-arrestin-GFP redistribution imaging; higher % means a stronger effect;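 active means activation above 40% with more than 50 cells counted in the well; inconclusive means wells holding fewer than 50 cells, flagged as toxic or sparse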;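 further: U2OS osteosarcoma cells stably expressing GPR55 and beta-arrestin-GFP; plate controls were DMSO negative control for no effect and LPI positive control for full effect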
HIV fusion peptide – inhibitors of HIV fusion peptide binding, primary screen, biochemical, uHTS, fluorescence dequenching (AID 1986). inhibition, % at 20 µM, or IC50 in µM where a hit was titrated. 290,000 tested, 0.3% active. cell-free peptide binding, fluorescence dequenching, 30 min; higher % means a stronger effect; in the data active means inhibition mostly above about 52%, no sharp cut-off; inactive means mostly below about 76%; further: some results filed as inactive read as strong as hits
Myeloid diff 2 – compounds promoting myeloid differentiation; 360,000 tested, 1% active; ER-HoxA9 myeloid progenitors, lysozyme-GFP differentiation, flow cytometry; calls only at 10 µM;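 active means normalized GFP-positive differentiation at or above the plate's own cutoff, the solvent-only control mean plus 3 SD; inconclusive means no clear call, values can overlap the other calls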;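 further: cells exposed to compound for four days before flow analysis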
GPR35 arrestin U2OS – GPR35 antagonists blocking zaprinast-driven arrestin recruitment, primary screen, imaging, U2OS, beta-arrestin-GFP, zaprinast agonist (AID 2058); U2OS GPR35 beta-arrestin-GFP translocation imaging, zaprinast antagonism; higher % means a stronger effect; inhibition, % at 10 µM, or IC50 in µM where a hit was titrated; 290,000 tested, 0.052% active;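 active means inhibition of at least 50% with at least 30 cells and total cytoplasm GFP at most 10,000,000; inconclusive means under 30 cells or total GFP of 10,000,000 plus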
NOD2 inhibition – inhibition of NOD2-driven NF-kB reporter – cell-based, luminescence, uHTS, HEK293 (AID 1566); inhibition, % at 4 µM; hits with a dose series show EC50 in µM; 290,000 tested, 0.63% active; HEK293 NOD2/NF-kB luciferase reporter, luminescence; higher % means a stronger effect; further: many of its hits are not listed in these tables
GPR55 antagonists – GPR55 antagonists blocking LPI-driven arrestin recruitment, primary screen, imaging, U2OS, beta-arrestin-GFP, LPI agonist (AID 2013); U2OS GPR55 beta-arrestin-GFP translocation imaging, LPI antagonism; higher % means a stronger effect; inhibition, % at 10 µM; hits with a dose series show IC50 in µM; 290,000 tested, 0.13% active;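 active means spots per cell inhibited over 60%, with over 100 cells counted and total cytoplasm intensity under 500,000; inconclusive means wells with under 100 cells, flagged as likely toxic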;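 further: U2OS cells stably carrying GPR55 and arrestin-GFP stimulated by 5 µM LPI near EC80; imaged beta-arrestin-GFP aggregate spots per cell after agonist stimulation; plate controls were LPI-stimulated DMSO wells for no effect and DMSO wells without LPI for full effect; some results filed as inactive read as strong as hits; confirmed hits need IC50 under 10 µM and bright autofluorescent wells are also inconclusive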
Myeloid diff 2 GFP+ MAC1+ % – further read-out of Myeloid diff 2, marked with its call; GFP+ MAC1+ double positive, %; measured here: differentiation confirmed by MAC1 staining
The depositor's hits bear a star; i = inactive; ? = inconclusive; · = no result given; [ ] = remark or other dose. Unless noted, no stated cut-off is given here; in the data, active means inhibition above about 50%; inactive means the rest. The list is partial, so the mix of outcomes need not match the whole.

Sequence of screens – KOR beta-arrestin-1 | KOR beta-arrestin-2 | NOD1 inhibition | GPR55 beta-arrestin | HIV fusion peptide | Myeloid diff 2 | Myeloid diff 2 GFP+ MAC1+ % | GPR35 arrestin U2OS | NOD2 inhibition | GPR55 antagonists
> CN1CCN(NC(=S)Nc2ccccc2)CC1
  -1.4% | -7% | -24% | 0.2% | 0.0% | i | 0.3 | 3% | 17% | 9%
> CCCNc1nc2c(c(=O)n(C)c(=O)n2C)n1CCc1ccccc1
  5.4% | -50% | 22% | -0.3% | -1.3% | i | 0.7 | -6% | 18% | -2%
> Cc1ccc(-c2csc(N3CCN(c4ccc5nc(-c6ccncc6)n(CCN6CCCCC6)c5c4)CC3)n2)cc1
  · | · | -3% | 0.6% | -1.1% | i | 0.5 | 6% | 13% | 6%
> CCCc1nnc(NC(=O)C2CCCO2)s1 (stereo unspecified)
  -7.5% | -15% | -18% | -0.2% | 20% | i | 1.7 | 2% | -4% | -2%
> COc1ccc(NC(=O)/C(=C\c2ccncc2)NC(=O)c2ccccc2)cc1
  -1.9% | -13% | -11% | -0.4% | -1.6% | i | 0.2 | 4% | 18% | 1%
> COc1cc(CCC(=O)NNC(=O)c2ccc(C)cc2)cc(OC)c1OC
  -2.6% | 33% | -42% | 0.4% | 0.4% | i | 0.3 | -1% | 10% | 10%
> CC(=O)NC1=NN(C(C)=O)C(C)(c2cccs2)S1 (stereo unspecified)
  2.8% | -27% | -30% | -0.2% | -3.0% | ? | · | -5% | 6% | 9%
> COc1ccccc1CNC(=O)c1nn(C)c2c1CS(=O)(=O)c1ccccc1-2
  -2.1% | 7% | -5% | 0.1% | 0.2% | i | 4.0 | -14% | 25% | 5%
> O=C(CCc1nc(-c2ccccn2)no1)NCc1ccc2c(c1)OCO2
  -0.8% | 34% | 4% | 0.5% | 0.3% | i | 0.5 | 7% | 11% | -10%
> NS(=O)(=O)c1ccc(CCNC(=O)Cc2ccc(S(=O)(=O)N3CCCC3)s2)cc1
  8.4% | -3% | -12% | 0.3% | 8.6% | i | 0.8 | 9% | 7% | 8%
> COc1ccccc1NCCC(=O)OCC(=O)Nc1ccc(Cl)cn1
  -4.2% | -10% | 3% | -0.2% | -0.3% | i | 1.6 | -4% | -5% | 0%
> Cc1ccccc1CNC(=O)C1CCC(=O)N(C2CC2)C1 (stereo unspecified)
  3.5% | -24% | -21% | 0.3% | 3.8% | i | 2.2 | -2% | -8% | -12%
> CC1CCN(CCCCOc2ccc(C(C)(C)C)cc2)CC1
  -5.1% | 0% | -8% | 0.0% | 2.5% | i | 0.5 | -10% | -18% | 31%
> CCN(CC)S(=O)(=O)c1ccc(Cl)c(NC(=O)COc2ccc3c(C)cc(=O)oc3c2)c1
  3.7% | -48% | -32% | 0.4% | 0.2% | i | 0.6 | -23% | -12% | 5%
> Nc1ccc(-c2ccc(N)cc2C(F)(F)F)c(C(F)(F)F)c1
  -2.2% | 3% | -6% | -0.1% | -0.2% | i | 0.1 | -13% | 10% | 3%
> COC(=O)Cc1c(C)nc2nc(NCc3ccc(Cl)cc3)[nH]n2c1=O
  -2.5% | 13% | 16% | 0.3% | -1.5% | i | 1.2 | 15% | 0% | -8%
> O=C(Nc1ccc(F)cc1F)NC1CCCc2ccccc21 (stereo unspecified)
  8.8% | -52% | -24% | -0.1% | 1.1% | i | 1.8 | -3% | -8% | 9%
> CCCCCOC(=O)C1[C@H]2C(=O)N(CCCOC)C[C@]23C=C[C@H]1O3 (stereo partly specified)
  -12% | 18% | 0% | -0.3% | -1.2% | · | · | 2% | -8% | -9%
> COc1cc(CO)c(Br)cc1OCC(N)=O
  -4.2% | 7%[20 µM] | -18% | 0.2% | -0.3% | i | 0.9 | -5% | 18% | 6%
> Cc1ccc(/C=N/NC(=O)C2(O)c3ccccc3-c3ccccc32)o1
  -1.8% | 9% | -11% | -0.5% | 2.8% | i | 0.5 | 34% | 12% | 11%

7 compounds from above, sorted by the value under Myeloid diff 2 GFP+ MAC1+ %, low to high:
| Structure | KOR beta-arrestin-1 | KOR beta-arrestin-2 | NOD1 inhibition | HIV fusion peptide | Myeloid diff 2 GFP+ MAC1+ % | GPR35 arrestin U2OS | NOD2 inhibition |
| --- | --- | --- | --- | --- | --- | --- | --- |
| COc1ccc(NC(=O)/C(=C\c2ccncc2)NC(=O)c2ccccc2)cc1 | -1.9% | -13% | -11% | -1.6% | 0.2 | 4% | 18% |
| CC1CCN(CCCCOc2ccc(C(C)(C)C)cc2)CC1 | -5.1% | 0% | -8% | 2.5% | 0.5 | -10% | -18% |
| CCN(CC)S(=O)(=O)c1ccc(Cl)c(NC(=O)COc2ccc3c(C)cc(=O)oc3c2)c1 | 3.7% | -48% | -32% | 0.2% | 0.6 | -23% | -12% |
| CCCNc1nc2c(c(=O)n(C)c(=O)n2C)n1CCc1ccccc1 | 5.4% | -50% | 22% | -1.3% | 0.7 | -6% | 18% |
| COc1cc(CO)c(Br)cc1OCC(N)=O | -4.2% | 7%[20 µM] | -18% | -0.3% | 0.9 | -5% | 18% |
| COc1ccccc1NCCC(=O)OCC(=O)Nc1ccc(Cl)cn1 | -4.2% | -10% | 3% | -0.3% | 1.6 | -4% | -5% |
| O=C(Nc1ccc(F)cc1F)NC1CCCc2ccccc21 (stereo unspecified) | 8.8% | -52% | -24% | 1.1% | 1.8 | -3% | -8% |

(list continues)
Sequence of screens – KOR beta-arrestin-1 | KOR beta-arrestin-2 | NOD1 inhibition | GPR55 beta-arrestin | HIV fusion peptide | Myeloid diff 2 | Myeloid diff 2 GFP+ MAC1+ % | GPR35 arrestin U2OS | NOD2 inhibition | GPR55 antagonists
> Cc1cc(OCC(=O)N2CCN(c3ccccc3)CC2)c2c(C)cc(=O)oc2c1
  1.5% | -14% | -50% | -0.2% | -5.9% | i | 0.5 | 8% | 1% | 4%
> c1ccc(-c2noc(-c3ccc4ccccc4c3)n2)nc1
  -0.1% | 31% | 77% | -0.1% | 1.1% | i | 0.6 | 5% | 45% | 7%
> CCC(C)N(C(=O)COC(=O)CNC(=O)c1sc2ccccc2c1Cl)C1CCS(=O)(=O)C1 (stereo unspecified)
  12% | 0% | 0% | -0.1% | -1.1% | i | 1.1 | 0% | 1% | 4%
> O=C(Nc1ccccc1Cl)Oc1ccc(Cl)cc1Cl
  -0.8% | -5% | -7% | 0.4% | -0.9% | i | 0.2 | -9% | 12% | 1%
> CC(=O)Nc1cccc(C(=O)N/N=C/c2ccc(C)o2)c1
  0.5% | 14% | -21% | -0.1% | -1.7% | i | 0.6 | 13% | 4% | 2%
> Cc1cc(N2CCCCCC2)n2nc(C)c(-c3ccccc3)c2n1
  -2.0% | 13% | 1% | -0.1% | -0.5% | i | 0.2 | 12% | -3% | -4%
> CC(C)(C)OC(=O)N1CCC(c2c(C(=O)O)cnn2-c2ccccc2Cl)CC1
  -0.9% | 3% | -12% | 0.0% | 0.8% | i | 5.6 | 11% | -8% | 30%
> C=CCOc1ccc(/C(O)=C2\C(=O)C(=O)N(CCCOC)C2c2ccncc2)cc1 (stereo unspecified)
  -2.5% | 4% | -7% | -0.2% | -1.0% | · | · | 3% | 10% | 7%
> O=C(Nc1cccc(Cl)c1)N1CCSc2cc(Cl)ccc21
  3.2% | -14% | -8% | 0.7% | -0.5% | i | 1.7 | 6% | 0% | 6%
> Cc1ccc(-c2c3c(=O)n(C)c(=O)n(C)c3cn2CCCN2CCOCC2)cc1
  -4.4% | 3% | 11% | 0.2% | -1.5% | i | 0.6 | 2% | 9% | 13%
> Cc1nc2c(C(=O)N3CCCC3)cnn2c(C)c1Cc1c(F)cccc1Cl
  -6.4% | 16% | 0% | -0.1% | -0.3% | i | 0.7 | 20% | 22% | -6%
> Cc1cccc(NC(=O)Cn2c(=O)n(CC3CCCO3)c(=O)c3ccccc32)c1 (stereo unspecified)
  3.7% | -10% | 17% | -0.1% | 2.0% | i | 0.5 | -6% | -13% | 1%
> CCn1c(-c2ccc(N(C)C)cc2)nc2ccccc21
  -5.7% | 7% | 17% | 0.0% | -2.7% | i | 1.9 | 1% | -45% | -11%
> CC1=C(C(=O)OC(C)C)C(c2ccccc2Cl)CC(=O)N1 (stereo unspecified)
  5.0% | -36% | 0% | 0.2% | -0.6% | i | 1.1 | -12% | -14% | 16%
> CC1C2CC(C(CN(C)C)/C2=N/O)C1(C)C (stereo unspecified)
  -11% | 14% | -24% | -0.3% | 0.2% | i | 6.6 | 1% | 0% | 3%
> CCCCOC(=O)c1ccc(NC(=O)c2c(OC)cccc2OC)cc1
  -2.8% | -12% | -26% | -0.3% | -1.6% | i | 0.9 | 4% | -18% | -26%
> CCCCN1CC(O)=C(c2nc3ccccc3s2)C1=N
  3.9% | 2% | -53% | -0.2% | 0.9% | i | 0.2 | 16% | -26% | -2%
> COc1ccc(S(=O)(=O)N2CCCC(C(=O)NC3CCCCC3)C2)cc1 (stereo unspecified)
  3.4% | -28% | 9% | 0.7% | -0.6% | i | 0.8 | 2% | 1% | -17%
> CCOc1ccc(C2NC(=O)NC(C)=C2C(=O)OC)cc1C (stereo unspecified)
  -3.7% | 20% | 5% | -0.1% | -2.1% | i | 1.0 | -17% | 25% | 2%
> CC(NCc1cccnc1)c1ccccc1 (stereo unspecified)
  -4.9% | -21%[20 µM] | -1% | 0.2% | -0.5% | i | 0.4 | -5% | 9% | -2%
> O=S(=O)(c1ccc(Cl)nc1)N1CCCCC1
  -3.3% | -11% | -8% | 0.2% | -1.4% | i | 4.3 | 6% | 16% | 9%
> CCOC(=O)c1nc(-c2ccccc2)oc1N(C)C
  1.8% | -5% | -26% | -0.1% | 1.2% | i | 1.2 | 0% | -9% | 9%

One compound at a time (already shown). Screens in order: KOR beta-arrestin-1 | KOR beta-arrestin-2 | NOD1 inhibition | GPR55 beta-arrestin | HIV fusion peptide | Myeloid diff 2 | Myeloid diff 2 GFP+ MAC1+ % | GPR35 arrestin U2OS | NOD2 inhibition | GPR55 antagonists
O=S(=O)(c1ccc(Cl)nc1)N1CCCCC1 in the list: -3.3% | -11% | -8% | 0.2% | -1.4% | i | 4.3 | 6% | 16% | 9%
CC1C2CC(C(CN(C)C)/C2=N/O)C1(C)C (stereo unspecified) in the list: -11% | 14% | -24% | -0.3% | 0.2% | i | 6.6 | 1% | 0% | 3%
CC(C)(C)OC(=O)N1CCC(c2c(C(=O)O)cnn2-c2ccccc2Cl)CC1 in the list: -0.9% | 3% | -12% | 0.0% | 0.8% | i | 5.6 | 11% | -8% | 30%

Screening results from PubChem.
